NPY-Y1 PAM-ag: potentiates or activates human NPY-Y1 receptor; P25929; NPY-Y1 expressing cells, potentiator/agonist activation; activation, % at 3.6 µM; hit rate 0.37% among 220,000; AID 1304; in the data active means activation above about 33%, passing the limit was not always enough;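 further: cells stimulated with NPY at EC10 then isoproterenol at EC100; 0% = low agonist plus stimulus and 100% = saturating agonist plus stimulus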
Target sequence (P25929 whole entry, looked up): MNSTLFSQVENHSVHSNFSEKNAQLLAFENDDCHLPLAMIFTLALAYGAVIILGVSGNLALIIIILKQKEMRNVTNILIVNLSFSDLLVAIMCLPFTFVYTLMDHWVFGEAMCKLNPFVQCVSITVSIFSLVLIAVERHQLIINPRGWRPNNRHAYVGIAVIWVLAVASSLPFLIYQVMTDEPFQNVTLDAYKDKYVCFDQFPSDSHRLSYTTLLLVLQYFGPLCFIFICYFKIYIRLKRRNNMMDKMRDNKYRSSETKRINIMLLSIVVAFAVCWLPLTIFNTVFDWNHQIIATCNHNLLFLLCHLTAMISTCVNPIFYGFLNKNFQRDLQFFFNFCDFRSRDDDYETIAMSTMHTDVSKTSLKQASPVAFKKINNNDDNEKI
Ba/F3 V617F tox: lowers viability of Ba/F3 cells expressing EpoR and JAK2V617F; AID 1446; ATP luminescence; inhibition, % at 5.6 µM; hit rate 1.1% among 220,000;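 active means inhibition above the campaign mean plus 3 SD over all tested compounds, cut at about 24% in these data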;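 further: cytokine-independent growth of Ba/F3 cells driven by EpoR plus mutant JAK2; 0% = DMSO-treated cells and 100% = JAK inhibitor I control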
S1P4 ag: human S1P4 receptor agonism | hit rate 0.35% among 220,000 | O95977 | activation, % at 4.98 µM | S1P4-expressing cell line, agonist reporter assay; in the data active means activation above about 11%;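 further: 0% = DMSO vehicle and 100% = reference agonist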
Target sequence (O95977 whole entry, looked up): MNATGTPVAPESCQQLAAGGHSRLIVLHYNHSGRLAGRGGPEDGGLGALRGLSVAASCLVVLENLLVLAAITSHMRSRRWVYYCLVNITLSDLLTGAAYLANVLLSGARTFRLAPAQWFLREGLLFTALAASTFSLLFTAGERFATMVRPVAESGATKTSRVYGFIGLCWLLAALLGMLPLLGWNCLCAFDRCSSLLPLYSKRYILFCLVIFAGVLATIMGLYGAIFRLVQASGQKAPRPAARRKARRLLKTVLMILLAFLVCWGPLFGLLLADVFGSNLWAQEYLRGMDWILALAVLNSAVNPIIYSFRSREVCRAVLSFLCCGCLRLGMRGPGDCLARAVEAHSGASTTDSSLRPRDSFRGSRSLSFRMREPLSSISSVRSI
CHOP inhibitor: CHOP inhibition in unfolded protein response; AID 2732; hit rate 3.8% among 220,000; CHO-K1 CHOP-promoter luciferase, tunicamycin-induced, 15-18 h; inhibition, % at 10 µM;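 active means compounds that reduced the stress-induced luciferase reporter signal by more than about 70% of percent inhibition, limit read from the data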;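 further: 0% = tunicamycin plus vehicle and 100% = wells without tunicamycin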
NPY-Y1 antag: NPY-Y1 (human) receptor antagonism; inhibition, % at 3.6 µM; P25929; HEK293-CNG Y1 cells, membrane potential fluorescence; NPY at EC95, then isoproterenol; hit rate 1% among 200,000;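 active means inhibition above the campaign mean inhibition of all tested compounds plus 3 SD, cut at about 20% in these data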;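 further: 0% = DMSO wells given NPY plus isoproterenol and 100% = isoproterenol alone without NPY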
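Test system – HEK293 Y1/CNG channel cell line · Also added – NPY agonist 25 nM, then isoproterenol 1 µM plus Ro 20-1724 25 µM · Compound dosing – one concentration, 3.6 µM, in 0.4% DMSO · Schedule – compound incubation 1 h at room temperature, readout 45 min post-stimulation · Technique – fluorescence, membrane potential probe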
NCF1 inh: blocks human p47phox regulatory protein of NADPH oxidases | P14598 | p47phox/p22phox peptide binding, fluorescence polarization, 2 h | AID 1274 | inhibition, % at 24.7 µM | hit rate 0.53% among 220,000;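 active means inhibition above about 30%, limit read from the data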;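 further: 0% = p47phox with labelled peptide and 100% = labelled peptide alone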
NPY2 pot ag: human NPY-Y2 potentiation or agonism, primary screen | P49146 | cells expressing NPY-Y2, potentiator/agonist read-out | activation, % at 3.6 µM | hit rate 0.45% among 220,000 | AID 1359; in the data active means activation above about 27%;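 further: cells stimulated with NPY near EC25 plus isoproterenol at EC100; 0% = vehicle plus submaximal agonist and 100% = vehicle plus saturating agonist; some results beyond the cut were filed as inactive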
BaF3 tox: counter-screen for JAK2V617F inhibitors: parental Ba/F3 viability inhibitors | CellTiter-Glo ATP luminescence | inhibition, % at 5.6 µM | hit rate 1.1% among 220,000 | AID 1486;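 active means inhibition above a per-campaign cutoff, the mean inhibition of all tested compounds plus 3 SD, cut at about 27% in these data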;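 further: 0% = DMSO wells and 100% = JAK Inhibitor I control wells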
S1P4 antag: blocks the human S1P4 receptor; hit rate 0.26% among 220,000; AID 1510; O95977; inhibition, % at 4.98 µM; S1P4-expressing cells, antagonist mode, reporter read-out; in the data active means inhibition above about 29%;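 further: 0% = wells stimulated with agonist and 100% = vehicle wells without agonist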
* hit, by the source's call; . = no result given.

Below each SMILES – NPY-Y1 PAM-ag	Ba/F3 V617F tox	S1P4 ag	CHOP inhibitor	NPY-Y1 antag	NCF1 inh	NPY2 pot ag	BaF3 tox	S1P4 antag
O=C(N/N=C/c1cnc(N2CCCCC2)s1)c1ccc(C(F)(F)F)cc1
→ -1	2	-0.5	3	0	-9	5	6	4
Nc1cc(=O)nc(SCc2ccccc2)n1Cc1ccco1
→ 8	1	0.4	18	4	-8	1	3	-18
O=C(Nc1cccc(Cl)c1)c1ccc(NCCCN2CCOCC2)c([N+](=O)[O-])c1
→ 2	1	-0.4	26	-5	-12	11	7	8
Cc1ccc(-c2c(C)sc(NC(=O)C3C4CCC(O4)C3C(=O)O)c2C(=O)OC(C)C)cc1 (centres undefined)
→ 8	-3	0.2	30	3	-7	13	-1	3
COc1ccc(C(CCNCc2ccccc2)c2ccc(F)cc2)cc1 (centres undefined)
→ -20	1	0.7	20	16	-11	-6	9	-2
Cc1cc(C)c(C)c(S(=O)(=O)N[C@@H](C)C(=O)OCc2cc(=O)n3cc(Br)ccc3n2)c1C
→ -22	2	-0.3	24	10	0	-9	5	4
O=C(Nc1ccc2nsnc2c1)C1CC1
→ 10	-2	2.0	9	1	-16	-10	10	-27
Cc1ccc2c(c1)nnn2C1CCN(CC(=O)N2CCN(c3ccc(F)cc3)CC2)CC1
→ -21	-2	-5.2	65	-4	3	-11	2	-4
COc1ccc(O)c(C(=O)c2cnn(-c3ccccn3)c2)c1
→ -5	-3	0.8	4	-1	-6	-1	-4	-4
O=C(CSc1nc2ccccc2o1)NCc1n[nH]c(=O)c2ccccc12
→ -1	0	-0.6	3	-1	-4	4	-4	0
Cc1cc(C)n(C(=O)CN2C(=O)CCC2=O)n1
→ -2	7	-0.3	17	-1	-6	-2	9	-4
COc1ccc(CN2C3CCCC2CC(NC(=O)Nc2cccc(C)c2)C3)cc1 (centres undefined)
→ -29	3	-0.9	45	2	-17	-3	11	-5
COc1ccc(/C=N\NC(=O)C2COc3ccccc3O2)cc1O (centres undefined)
→ -8	-3	0.2	-6	.	-42	-3	2	2
OCCC1CN(Cc2cccn2-c2ccccn2)CCN1Cc1ccccc1 (centres undefined)
→ -3	-3	-0.5	3	3	3	-8	-1	11
O=C(Cc1ccccc1[N+](=O)[O-])NCc1ccco1
→ 13	1	5.0	-1	-1	.	9	7	-3
COc1ccc(CCNC(=O)/C(C#N)=C2\N=C(NC(=O)c3ccco3)c3ccccc32)cc1
→ -18	-3	1.4	-22	.	-35	-16	-3	4
COc1ccc(C(=O)Nc2ccc3c(c2)OCO3)cc1OC
→ 14	2	0.7	20	-10	-10	3	5	-15
COc1ccc(OC)c(NC(=O)c2cc3c(Cl)nc4ccccc4c3s2)c1
→ -18	3	0.9	59	11	-7	-12	7	-11
COc1ccc(-n2c(COc3cccc4ccccc34)nnc2SCC(=O)NCc2ccco2)cc1
→ 4	2	-2.6	50	8	-19	2	3	4
CCOC(=O)c1c(-c2ccccc2)oc2ccc(O)c(CN3CCN(C)CC3)c12
→ -43	5	-0.5	0	4	-18	-4	9	17
Cc1ccc(OCC(=O)Nc2oc(-c3ccccc3)c(-c3ccccc3)c2C#N)cc1
→ -26	-1	0.0	.	20	.	-14	4	6
Brc1ccc2c(c1)C(c1ccc(N3CCOCC3)cc1)=NNC(c1cccs1)=N2
→ 28	-2	-1.2	27	0	-2	20	2	-8
Cc1ccccc1C(=O)Nc1sc2c(c1C(=O)O)CCC2
→ -8	2	0.3	85*	7	-4	-18	9	2
O=C(CSc1nc2ccsc2c(=O)n1CC1CCC(C(=O)O)CC1)c1ccc(F)cc1 (centres undefined)
→ -16	5	-0.2	6	5	6	3	6	-11
OC1(c2cn(Cc3ccccc3)nn2)CCCCC1
→ -1	-3	3.1	5	9	-3	-10	1	-7
C/C(=N\Nc1ccc(F)cc1)c1ccncc1
→ 13	4	0.1	-10	-8	-12	11	4	0
COc1ccc(O)c(C(=O)c2cc(C#N)c(=O)n(CC3CCCO3)c2)c1 (centres undefined)
→ 8	-2	-1.6	9	-3	-11	7	7	-5
CC(=O)c1cccc(Nc2cc(C)nc3ccccc23)c1
→ 1	2	-1.3	9	.	-43	-5	-5	-11
Cn1c(-c2ccc(Cl)cc2)ccc(C#N)c1=O
→ -2	-1	-2.3	59	17	-6	-19	3	-12
CC1(C)Cc2[nH]c(=S)c(C#N)cc2CO1
→ 9	-1	1.4	-19	-3	5	3	-2	5
C=CCn1c(COc2ccc(Cl)cc2)nnc1SCc1ccc(C#N)cc1
→ 7	-2	1.0	29	10	-1	-6	5	-11
C=CCn1c(CNc2ccccc2)nnc1SCC(=O)N/N=C/c1ccccc1O
→ 10	-3	-2.5	47	0	-9	-8	-1	22
CN(C)c1ccc(/C=C/C=N/Nc2nc(N3CCOCC3)nc(N3CCOCC3)n2)cc1
→ -9	1	1.1	2	6	-25	-12	3	8
CCc1nc(Cl)c(C#N)c2c1CCCC2
→ -14	2	2.5	46	-4	0	-1	3	-17
COC(=O)CSc1nc(N2CCCCC2)c2c(c1C#N)CCCC2
→ -7	-1	-4.2	33	0	-13	-4	3	-2
C/C(=N\Nc1ccc(C#N)cc1[N+](=O)[O-])c1ccc(C)o1
→ 1	-1	-0.8	-17	.	-14	-16	-5	13
Cc1cc(Nc2ccccc2)n(-c2ccccc2)n1
→ -19	-2	0.2	30	-5	-5	9	0	-1
Cc1ccc2[nH]c(=O)c(Cc3ccccc3)c(O)c2c1
→ 1	-5	1.5	9	9	4	-4	2	-13
CCc1cc(-c2n[nH]c(=S)n2CC)cs1
→ -9	0	-0.4	0	12	-12	-2	6	-8
C/C(=N\NC(=O)Cc1cccn1C)c1ccco1
→ 12	-2	0.3	5	.	-4	-19	3	8
O=C(Nc1ccc(S(=O)(=O)Nc2ncccn2)cc1)c1cncc(Br)c1
→ -14	-1	0.5	-12	-1	-2	4	5	-4
COc1ccc(C2CC(=O)N(C)c3ccccc3S2)cc1 (centres undefined)
→ 3	4	-2.0	-31	-4	3	-12	-6	-26
Cc1ccnn1CCSCC(=O)O
→ -8	-1	-2.2	-5	-1	-11	15	3	-2
O=c1[nH]ncc(N/N=C/c2ccccc2)c1Cl
→ 22	-2	0.4	2	3	-13	-4	1	-1
O=C1CC(c2ccc3c(c2)OCO3)c2cc3c(cc2N1)OCO3 (centres undefined)
→ 4	3	1.1	23	5	0	-3	4	13

2 of the compounds above, with each value named:
compound: C=CCn1c(CNc2ccccc2)nnc1SCC(=O)N/N=C/c1ccccc1O
  NPY-Y1 PAM-ag: 10
  Ba/F3 V617F tox: -3
  S1P4 ag: -2.5
  CHOP inhibitor: 47
  NPY-Y1 antag: 0
  NCF1 inh: -9
  NPY2 pot ag: -8
  BaF3 tox: -1
  S1P4 antag: 22

compound: CN(C)c1ccc(/C=C/C=N/Nc2nc(N3CCOCC3)nc(N3CCOCC3)n2)cc1
  NPY-Y1 PAM-ag: -9
  Ba/F3 V617F tox: 1
  S1P4 ag: 1.1
  CHOP inhibitor: 2
  NPY-Y1 antag: 6
  NCF1 inh: -25
  NPY2 pot ag: -12
  BaF3 tox: 3
  S1P4 antag: 8

The listing continues.
Below each SMILES – NPY-Y1 PAM-ag	Ba/F3 V617F tox	S1P4 ag	CHOP inhibitor	NPY-Y1 antag	NCF1 inh	NPY2 pot ag	BaF3 tox	S1P4 antag
CNS(=O)(=O)c1ccc(Oc2ccc(S(=O)(=O)NC)cc2)cc1
→ 15	1	3.5	39	-7	-13	17	2	-18
Cc1cccc(C)c1NC(=O)CNC(=O)Cc1ccc(Br)cc1
→ 0	1	2.3	1	-5	2	-2	7	-1
COc1ccccc1/C=C/C(=O)NCC(=O)N/N=C/c1ccc2c(c1)OCO2
→ -12	4	-2.0	16	4	-4	-20	14	-2
Cc1cc(C)c(NC(=O)CSc2nncn2-c2cccnc2)c(C)c1
→ 5	0	0.6	9	0	0	6	4	-11
O=[N+]([O-])c1ccc(Cl)c(/C=N/N2CCN(Cc3ccccc3Cl)CC2)c1
→ -6	1	1.0	22	2	-6	-19	6	-12
COc1ccccc1CNC(=O)Cn1c(=O)oc2cc(Cl)ccc21
→ -27	-1	-0.4	4	.	1	-14	0	1
O=C1CC(c2ccc(OCCCCCOc3ccc(C4CC(=O)NC4=O)cc3)cc2)C(=O)N1 (centres undefined)
→ -10	1	1.6	13	2	-1	4	6	-6
CCN1CCN(c2nc(C)c3c(n2)CC(C)CC3=O)CC1 (centres undefined)
→ 3	0	0.6	17	2	-3	0	7	-15
O=C(c1ccc(Cl)c([N+](=O)[O-])c1)N(Cc1ccc(Cl)cc1)C1CCS(=O)(=O)C1 (centres undefined)
→ 28	-3	1.4	-23	-2	-4	27	-2	-6
CCc1noc(C)c1C(=O)N1CCOCC1
→ 3	1	3.9	9	-2	1	11	-1	-3
Cc1ccc(NC(=S)NCc2ccc3c(c2)cc(C)n3C)c(C)c1
→ -13	-4	-1.0	-11	5	-12	-7	6	-2
NS(=O)(=O)c1ccc(NC(=S)NCc2ccccc2)cc1
→ -17	2	0.6	-10	-3	-3	-3	3	-20
COc1ccccc1C(=O)NNC(=O)c1nn(Cc2ccccc2)c(=O)c2ccccc12
→ 1	0	-0.4	18	-2	22	-7	3	-7
O=C(CS(=O)(=O)c1ccccc1)Nc1ccc(S(=O)(=O)Nc2ccccn2)cc1
→ 5	-3	1.1	-5	-1	8	7	4	-13
CNC(=S)NNC(=O)c1ccc(C(C)(C)C)cc1
→ -1	4	0.9	-6	.	-54	-5	-5	3
COC(=O)c1ccc(CNC(=O)CN(CCC(C)C)S(=O)(=O)c2ccc3c(c2)OCCO3)cc1
→ 14	-1	0.5	23	5	-14	1	5	0
Cn1c(=O)n(Cc2ccc(Cl)cc2)c(=O)c2c1nc1n2CCN1Cc1ccco1
→ -11	-2	1.4	22	-5	-9	6	1	-31
CCOc1cc(CN2CCCC(CNC(=O)c3ccc(F)cc3)C2)ccc1OC (centres undefined)
→ 3	3	1.6	14	.	-4	-12	0	-4

Quoted at random: four entries already listed
Below each SMILES – NPY-Y1 PAM-ag	Ba/F3 V617F tox	S1P4 ag	CHOP inhibitor	NPY-Y1 antag	NCF1 inh	NPY2 pot ag	BaF3 tox	S1P4 antag
CCOc1cc(CN2CCCC(CNC(=O)c3ccc(F)cc3)C2)ccc1OC (centres undefined)
→ 3	3	1.6	14	.	-4	-12	0	-4
O=C(c1ccc(Cl)c([N+](=O)[O-])c1)N(Cc1ccc(Cl)cc1)C1CCS(=O)(=O)C1 (centres undefined)
→ 28	-3	1.4	-23	-2	-4	27	-2	-6
Cc1cc(C)c(NC(=O)CSc2nncn2-c2cccnc2)c(C)c1
→ 5	0	0.6	9	0	0	6	4	-11
CNS(=O)(=O)c1ccc(Oc2ccc(S(=O)(=O)NC)cc2)cc1
→ 15	1	3.5	39	-7	-13	17	2	-18

Quoted from the listing:
In NPY2 pot ag, CCOc1cc(CN2CCCC(CNC(=O)c3ccc(F)cc3)C2)ccc1OC (centres undefined) shows -12
In S1P4 ag, Cc1cc(C)c(NC(=O)CSc2nncn2-c2cccnc2)c(C)c1 shows 0.6
In CHOP inhibitor, CCN1CCN(c2nc(C)c3c(n2)CC(C)CC3=O)CC1 (centres undefined) shows 17
In S1P4 ag, COc1ccccc1/C=C/C(=O)NCC(=O)N/N=C/c1ccc2c(c1)OCO2 shows -2.0

This is a random part of the collection, and some 7.1% of all compounds hit somewhere here.
